HepG2 tox – HepG2 cytotoxicity, counter-screen for TGF-b inhibitors; HepG2 CAGA-GFP viability, ATP luminescence, 18 h; Potency, µM (titrated, usually from 46.1 µM), for the others: top-dose activity change, negative = cytotoxicity, usual class: cytotoxic; 410,000 tested, 0.76% active; further: potency means the concentration at half of the fitted maximal effect; some results filed as inactive show a strong effect at the top dose
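HepG2 CAGA-GFP cells (1000/well, DMEM with 1% FBS) received compound, then TGF-beta at 500 pg/mL final, and were incubated 18 hours at 37 degrees C. Viability was read by CellTiter-Glo luminescence. Media-only wells were set as complete cell-killing and DMSO as no toxicity.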
S2 tox – viability counter-screen for ATXN expression inhibitors; S2 cells (HEK-293 line with an ATXN2-luciferase reporter) viability, CellTiter-Fluor protease fluorescence, 24 h; Potency, µM (highest dose often 56.7 µM), most hits filed as cytotoxic; 400,000 tested, 0.49% active; further: potency means the concentration at half of the fitted maximal effect; nearly all actives have a fitted effect of over 40% in size
Nrf2 inh – inhibitors of Nrf2 signaling; A549 ARE-Fluc reporter, luciferase luminescence, 18-24 h; 360,000 tested, 2.1% active; AID 504444; Potency, µM (highest dose often 46 µM), for the others: at the top dose activity change, negative = inhibition, hits mostly inhibitors; further: potency means the concentration at half of the fitted maximal effect; on the % scale 0 is the no-effect control and ±100 the full control effect; nearly all actives have a fitted effect of over 60% in size
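In this cell-based qHTS, ARE-driven firefly luciferase in A549 cells reports Nrf2 activity; the luminescent signal after BugLite lysis is the measured value, with a prior CellTiter-Fluor read for cell health.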
Nrf2 activator – activators of Nrf2 (ARE) signaling | AREc32 ARE-luciferase reporter (MCF7-derived line), luminescence, 24 h | Potency, µM (top dose mostly 46.1 µM), for inactives: at the highest dose activation, hits mostly activators | 410,000 tested, 0.31% active | AID 624171; further: potency means the concentration at half of the fitted maximal effect; % of control where 0% means no effect; nearly all actives have a fitted effect of over 65% in size
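Luminescent ARE reporter assay in AREc32_Fluc cells: overnight plating at 37 deg C, 24 hr compound incubation, Steady-Glo added, 30 min RT before reading.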
IL2 activator – activates IL-2 in a cell-based reporter assay. IL-2 activation reporter assay, cell-based qHTS; stimulated with anti-CD3/CD4/CD28 beads; in transgenic mouse T cells. activation, % (series mostly up to about 46 µM). 360,000 tested, 0.065% active; in the data active means activation above about 50%; inconclusive means mostly about 30% to 49%; further: 0% is about no effect
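Readout is EGFP and DsRed signal by fluorescent plate cytometry after 18 h at 37 degrees C. Transgenic mouse T cells (750/well) received compound for 60 min before bead stimulation (anti-CD3, anti-CD4, anti-CD28); memory T cells served as non-tolerant control.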
TGFb inhibitor – blocks TGF-b signaling | HepG2 CAGA-GFP TGF-b/SMAD3 reporter, GFP fluorescence, 18 h; TGF-beta stimulated, 500 pg/mL final | Potency, µM (titrated, usually from 46.1 µM), without a hit: top-dose activity, negative = inhibition, most hits filed as inhibitors | 410,000 tested, 1.2% active; further: potency means the concentration at half of the fitted maximal effect; on the % scale 0 is the no-effect control and ±100 the full control effect; nearly all actives have a fitted effect of over 65% in size
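TGF-beta reporter screen: HEPG2 CAGA-GFP, 1% FBS, 500 pg/mL TGF-beta final, 18 h; per-cell GFP summed per well; curves fitted and categorized by class.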
ATXN2 expr inh – ATXN2 expression inhibition. 360,000 tested, 0.72% active. HEK-293 ATXN2-luciferase reporter, luminescence, 24 h. Potency, µM (doses to about 57 µM), for the others: at the highest dose activity change, negative = inhibition, hits mostly inhibitors. AID 1745845; further: potency means the concentration at half of the fitted maximal effect; on the % scale 0 is the no-effect control and ±100 the full control effect; nearly all actives have a fitted effect of over 55% in size
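qHTS (up to 57 uM final) was run with 24 h compound exposure of reporter cells at 37 °C. Each well was multiplexed: SteadyGlo luminescence measured ATXN2-luciferase expression after a fluorogenic Gly-Phe-AFC viability readout (25 uM final).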
EPAC2 agonist – activates human EPAC2 exchange factor. AID 720711. Potency, µM (top dose mostly 154 µM), without a hit: at the top dose activation, usual class: activators. EPAC2 activation, biochemical qHTS; response scale: 100% = 6.5 mM cAMP response. Q8WZA2. 360,000 tested, 0.079% active; further: potency means the concentration at half of the fitted maximal effect; nearly all actives have a fitted effect of over 50% in size
Target sequence (Q8WZA2 whole entry, looked up): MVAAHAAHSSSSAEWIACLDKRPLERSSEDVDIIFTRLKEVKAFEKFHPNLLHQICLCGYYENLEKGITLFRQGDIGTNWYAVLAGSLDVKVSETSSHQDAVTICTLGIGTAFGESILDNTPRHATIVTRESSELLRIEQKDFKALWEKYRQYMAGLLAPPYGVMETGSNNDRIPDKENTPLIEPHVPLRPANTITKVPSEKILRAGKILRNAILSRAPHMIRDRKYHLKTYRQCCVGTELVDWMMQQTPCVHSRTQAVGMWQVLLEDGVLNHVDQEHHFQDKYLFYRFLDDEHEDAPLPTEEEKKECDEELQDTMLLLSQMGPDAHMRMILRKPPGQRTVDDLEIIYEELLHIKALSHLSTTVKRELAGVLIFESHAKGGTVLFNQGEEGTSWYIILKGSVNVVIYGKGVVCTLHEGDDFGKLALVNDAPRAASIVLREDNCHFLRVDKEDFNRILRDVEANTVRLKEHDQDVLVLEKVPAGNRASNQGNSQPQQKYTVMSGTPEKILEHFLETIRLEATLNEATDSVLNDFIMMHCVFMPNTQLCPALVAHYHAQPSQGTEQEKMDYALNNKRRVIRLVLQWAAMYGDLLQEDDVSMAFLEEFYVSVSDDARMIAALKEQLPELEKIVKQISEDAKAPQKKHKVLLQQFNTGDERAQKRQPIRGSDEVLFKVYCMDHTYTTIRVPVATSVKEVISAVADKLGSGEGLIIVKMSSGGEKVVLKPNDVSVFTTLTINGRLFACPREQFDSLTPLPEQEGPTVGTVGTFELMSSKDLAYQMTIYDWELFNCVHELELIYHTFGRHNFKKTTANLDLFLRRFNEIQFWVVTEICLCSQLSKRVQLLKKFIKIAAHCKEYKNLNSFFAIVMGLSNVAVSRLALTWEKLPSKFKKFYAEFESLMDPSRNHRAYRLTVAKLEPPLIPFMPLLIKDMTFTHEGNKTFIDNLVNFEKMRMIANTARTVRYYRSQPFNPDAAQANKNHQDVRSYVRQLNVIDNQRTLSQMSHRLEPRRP
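Guanine nucleotide exchange by EPAC2 is measured as reduced fluorescence of BODIPY-GDP once it is released from 250 nM Rap1B. Plates are read kinetically for 30 min at room temperature; results are scaled to 6.5 mM cAMP.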
A549 tox – counter-screen for Nrf2 inhibitors: cytotoxicity in A549 cells. AID 504648. 390,000 tested, 0.16% active. A549 ARE-Fluc cells, CellTiter-Fluor viability, 18-24 h. Potency, µM (titrated, usually from 46 µM), inactives show at the highest dose activity change, negative = cytotoxicity, hits mostly inhibitors; further: potency means the concentration at half of the fitted maximal effect; on the % scale 0 is the no-effect control and ±100 the full control effect
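A549 ARE-Fluc cells in 5% FBS OPTI-MEM, 5000 cells/well, rested 2 h then exposed to compounds in concentration-response for 18-24 h at 37 °C. Viability by CellTiter-Fluor fluorescence (Ex 405/Em 525) after 30 min; luciferase luminescence (BugLite, 15 min, RT) read afterwards.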
An asterisk follows results filed as active; i = inactive; u = inconclusive; x = not tested or not shown; [ ] = another dose, or the depositor's remark. Unless noted, the call rests on the fitted dose curve; in most records, active means well fitted curve in the direction sought with a large enough effect; inconclusive means small, poorly fitted or top-dose-only effect, or another doubt; inactive means no such curve, though single readings can be large; an effect the other way counts as inactive or inconclusive.

mol	HepG2 tox	S2 tox	Nrf2 inh	Nrf2 activator	IL2 activator	TGFb inhibitor	ATXN2 expr inh	EPAC2 agonist	A549 tox
CCCC[n+]1ccn(-c2nc3ccccc3nc2[N-]S(=O)(=O)c2cccs2)c1	31%	i	5%	-0.1%	0.1	3%	-6%	4%	-2%
CNc1ccc(SC#N)cc1	-27%	i	1%	u	-1.2	10%	-21%	12%	0%
Cc1ccc(-c2nc3ccccc3[nH]2)cc1NC(=O)COc1ccccc1[N+](=O)[O-]	-75%	x	u	-2.6%	x	11µM*	x	x	u
O=C(Nc1ccc(C(=O)O)cc1)Nc1cccc2ccccc12	-3%	i	-6%	0.2%	1.2	-8%	-5%	7%	-6%
COc1ccc(-c2nc(C=O)cs2)cc1	5%	i	29%	0.7%	-0.1	4%	43%[activator]	-3%	-3%
O=C(NNC(=O)c1csc(-c2cccnc2)n1)c1ccccc1	0%	i	2%	-0.2%	-0.6	1%	8%	-1%	-5%
CCc1cc(=O)[nH]c(SCC(=O)N2CCC(Cc3ccccc3)CC2)n1	4%	u	u	-0.5%	-1.6	0%	6%	1%	3%
Cc1cc(C(=O)N=Nc2c(O)n(C(C)C)c3ccccc23)n[nH]1	4%	i	x	5.1%	0.0	-16%	7%	5%	-1%
O=C(NC(=S)Nc1ccc(S(=O)(=O)Nc2nccs2)cc1)C1CC1	8%	i	u	0.0%	-4.8	-19%	9%	4%	-2%
CC(CCc1ccccc1)NC(=O)CN1C(=O)NC2(CCCCC2C)C1=O (centres undefined)	-8%	i	-15%	-0.8%	-0.1	-4%	x	2%	12%
O/C(=C\c1ccc2ccccc2n1)c1ccncc1	-47%	i	11%	u	-0.1	-12%	23%	5%	10%
CCc1nnc(NC(=O)CSc2nc3ccccc3c(=O)n2CCCOC)s1	-8%	i	-11%	-0.2%	-0.2	12%	3%	3%	0%
Cc1ccc(NS(=O)(=O)c2ccc(-c3cc(C)no3)cc2)c(Br)c1	-33%	x	23µM*	0.4%	x	u	x	x	0%
CC(C)Cc1nn2c(=O)cc(COC(=O)c3ccc(NC(=O)C4CCCCC4)cc3)nc2s1	4%	x	x	0.3%	x	1%	x	x	2%
CCN(CC)C(=O)NCc1c(C)cc(C)cc1C	7%	i	-1%	-0.8%	-0.7	0%	-10%[11.3 µM]	2%	-1%
COc1nc(Oc2ccc(C(=O)OCC(N)=O)cc2)nc(N(C)C)n1	11%	i	-2%	0.7%	0.4	6%	8%	1%	-4%
O=C(NC1CC1)C1=C[C@@H](c2c[nH]c3ccccc23)C[C@@H](OCCCCO)O1	-11%	i	-15%	0.7%	0.0	-16%	5%	7%	-1%
Cc1ccc(-c2csc(NC3OC(=O)c4ccccc43)n2)cc1 (centres undefined)	-50%	25µM*	u	u	-3.4	u	u	-1%	u
COC(=O)C1=C(C)N(CCc2cc(OC)c(OC)c(OC)c2)C(=O)N[C@H]1c1ccccc1	-3%	i	9%	-0.6%	-0.5	-6%	6%	-6%	2%
C/C(=N\NC(=O)c1ccc(CN(C)S(=O)(=O)c2ccc(C)cc2)cc1)c1ccc(OC(F)F)cc1	1%	u	5.2µM*	0.2%	-0.5	u	u	-6%	-18%

Full records from above.
Record of `Cc1cc(C(=O)N=Nc2c(O)n(C(C)C)c3ccccc23)n[nH]1` = HepG2 tox: 4%; S2 tox: i; Nrf2 inh: x; Nrf2 activator: 5.1%; IL2 activator: 0.0; TGFb inhibitor: -16%; ATXN2 expr inh: 7%; EPAC2 agonist: 5%; A549 tox: -1%
Record of `O/C(=C\c1ccc2ccccc2n1)c1ccncc1` = HepG2 tox: -47%; S2 tox: i; Nrf2 inh: 11%; Nrf2 activator: u; IL2 activator: -0.1; TGFb inhibitor: -12%; ATXN2 expr inh: 23%; EPAC2 agonist: 5%; A549 tox: 10%

Next entries:
mol	HepG2 tox	S2 tox	Nrf2 inh	Nrf2 activator	IL2 activator	TGFb inhibitor	ATXN2 expr inh	EPAC2 agonist	A549 tox
C/C(=N/NC(=S)Nc1ccccc1)c1ccc2c(c1)OCO2	-22%	i	17%	2.4%	-3.4	-2%	19%	1%	0%
Cc1cccc2cc3c(NC(=O)c4ccccn4)nn(C)c3nc12	-7%	i	u	4.4%	0.8	12%	-24%	-6%	0%
O=C(CN1CCN(C(=O)CNC(=O)c2ccc3c(c2)OCO3)CC1)Nc1ccccc1Cl	-4%	i	1%	0.3%	0.6	14%	-10%	4%	-3%
COC(=O)c1sc(NC(=S)NC(=O)c2ccccc2C)nc1C	-2%	i	u	3.1%	2.5	-3%	-4%	0%	-8%
CCOc1ccc(-c2c(C)nn3c(C)c(C(=O)NCCc4ccc(Cl)cc4)cnc23)cc1OCC	-22%	i	-24%	-0.6%	x	-31%	-15%	x	-5%
CN(C)S(=O)(=O)c1cccc(NC(=O)c2n[nH]c(=O)c3ccccc23)c1	-22%	u	0%	24%	-2.7	0%	2%	3%	-3%
O=C(COc1ccccc1)Nc1ccc2[nH]ncc2c1	4%	i	-3%	-0.4%	0.2	4%	x	4%	9%
Cc1ccc(NC(=O)COc2ccc(C(=O)NCCc3ccccc3)cc2)cc1	9%	i	-15%	0.2%	-3.1	0%	-17%	12%	0%
COc1ccc2nc(-c3ccc(F)cc3)sc2c1	-26%	i	u	5.0%	-0.8	4%	25%	8%	8%
CCOC(=O)CNCCC(=O)c1ccc(Br)cc1	-13%	i	4%	u	-1.4	0%	-10%	12%	0%
O=C(COC(=O)c1ccc([N+](=O)[O-])s1)c1ccc[nH]1	-42%	i	-2%	5.1%	-5.3	5%	-5%	15%	-15%
CCOC(=O)c1cnc2ccc(OCC)cc2c1N1CCN(C)CC1	-9%	i	x	2.5%	0.2	9%	1%	9%	2%
Cc1ccc(C(=O)COC(=O)[C@@H](NC(=O)c2ccco2)C(C)C)s1	-13%	i	-15%	2.2%	-0.6	1%	-23%	7%	-2%
CN(C)c1ccc(CNc2nc(-c3ccco3)nn2C(=O)c2cccc([N+](=O)[O-])c2)cc1	-16%	i	u	3.5%	x	21%	13%	x	2%
CC1CCN(C(=S)c2cccc(O)c2)CC1	-4%	i	9%	-0.4%	0.4	0%	-4%	9%	4%
O=C(COC(=O)C1(c2ccccc2F)CCCC1)N1CCNC1=O	0%	i	-12%	0.3%	1.8	-1%	24%	9%	-19%
CN(CC(=O)Nc1ccccc1Cl)C(=O)c1ccc(COc2ccccc2)cc1	1%	i	-26%	2.0%	-2.8	6%	1%	12%	-5%
O=C(O)CC1NC(=S)N(c2ccccc2)C1=O (centres undefined)	0%	i	15%	2.5%	0.0	-13%	3%	10%	4%
O=C(c1ccc(S(=O)(=O)N2CCCC2)cc1)N1CCN(c2cccc(Cl)c2)CC1	1%	u	u	3.1%	-4.1	-28%	-6%	0%	4%
COc1ccccc1N1CCN(S(=O)(=O)c2ccc(F)c(C(=O)Nc3ccc(Cl)cc3C(F)(F)F)c2)CC1	-20%	i	x	8.3%	x	-6%	4%	x	4%
COc1ccc(S(=O)(=O)N2CCCC2CNC(=O)C(=O)NCc2ccc(C)cc2)cc1 (centres undefined)	-4%	i	-28%	3.1%	3.5	-1%	3%	8%	2%
COc1ccc(-c2noc(N3CCC(C(=O)Nc4cccc(OC)c4)CC3)n2)cc1	-15%	u	u	-0.2%	-0.4	u	u	5%	-12%
Cc1ccccc1-c1nc(CS(=O)(=O)CC(=O)N2CCOCC2)c(C)o1	-21%	i	6%	-1.1%	-0.6	15%	-10%	5%	10%
Cc1cccc(NC(=O)CCC(=O)N/N=C/c2ccc(O)cc2O)c1	-1%	i	u	-0.9%	-0.3	9%	u	9%	1%
O=C(NCCc1ccccc1)c1cc(-c2ccc3c(c2)OCO3)on1	-3%	i	1%	-0.5%	-2.4	2%	-8%	7%	1%
COc1cc(/C=C2/C(=N)N3N=C(CC(=O)N4CCOCC4)SC3=NC2=O)ccc1OCc1ccc(F)cc1	2%	i	-5%	0.5%	0.0	-6%	48%[activator]	-2%	0%
CCn1c(SC2CCOC2=O)nnc1-c1ccc(Cl)cc1 (centres undefined)	-11%	i	u	0.4%	0.2	1%	x	9%	-3%
O=C(c1cccs1)N1CC=C(c2ccccc2)CC1	-34%	i	12%	u	1.5	-11%	x	3%	0%
CC(C)(C)C(=O)NC(=S)Nc1ccccc1N1CCCC1	-3%	i	0%	0.0%	1.3	2%	5%	10%	2%
COc1ccc(NC(=O)c2ccc3nc(-c4ccccc4)c(-c4ccccc4)nc3c2)c(OC)c1	-69%	i	3%	0.3%	1.2	-5%	10%	-6%	2%
O=C1CNC(=S)N1Cc1ccccc1Cl	-5%	i	4%	-0.7%	0.1	3%	x	10%	-1%
C[C@H]1CN([C@@H](C)CO)C(=O)CCCn2cc(nn2)CO[C@@H]1CN(C)S(=O)(=O)c1ccc(-n2cccn2)cc1	5%	i	x	-0.4%	3.1	0%	5%	8%	x
COc1ccc(CC(=O)NNC(=S)NC(=O)c2cc(OC)c(OC)c(OC)c2)cc1	-5%	i	x	-0.3%	-1.7	-3%	x	7%	x
O=C1CSC(c2cccc([N+](=O)[O-])c2)N1c1ccccc1F (centres undefined)	-3%	i	1%	-0.4%	0.3	-16%	9%	0%	1%
